PAD4 inhibitors = blockers of protein arginine deiminase 4 – biochemical, fluorescence polarization, primary screen (AID 463073); recombinant PAD4, RFA probe fluorescence polarization; hits give high values; inhibition, % at 5 µM; actives 0.5% (n = 2,000);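 active = inhibition above 30%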;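 note: 0% = PAD4 with DMSO and 100% = wells lacking PAD4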
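Material: recombinant human PAD4 enzyme / Input: PAD4 at 2 µM in dispensed buffer, before additions / Medium: HEPES buffer pH 7.6 with 10 mM CaCl2 and TCEP / Incubation: 30-min PAD4–compound preincubation (25 °C), then 5-h probe labeling (37 °C) / Detection: fluorescence polarization, 598 nm emission after 525 nm excitation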
* marks the source's active call; other numbers are inactive results.

SMILES | PAD4 inhibitors
CN(C)CCOC(=O)C(c1ccccc1)C1(O)CCCC1 (configuration not stated) | -5.4
O=C(O)CCCCCCCC(=O)O | -2.9
O=C(NCCN1CCOCC1)c1ccc(Cl)cc1 | 0.8
CN1CCC(=C2c3ccccc3CC(=O)c3sccc32)CC1 | -2.5
C[C@]12CC[C@H]3C(=CCc4cc(O)ccc43)[C@@H]1CCC2=O | -2.9
Cc1ccsc1/C=C/C1=NCCCN1C | 1.7
CC1(C)Oc2ccc(C#N)cc2[C@@H](N2CCCC2=O)[C@@H]1O | 4.9
O=C1CCc2cc(OCCCCc3nnnn3C3CCCCC3)ccc2N1 | 4.1
CCCc1cc(C(N)=S)ccn1 | -1.7
CCN(CC)CCOC(=O)C(c1ccccc1)c1ccccc1 | 0.5

Compounds listed so far that have nitrogen in an aromatic ring:
SMILES | PAD4 inhibitors
O=C1CCc2cc(OCCCCc3nnnn3C3CCCCC3)ccc2N1 | 4.1
CCCc1cc(C(N)=S)ccn1 | -1.7

Looked up by compound from the entries so far, 3 records:
SMILES | PAD4 inhibitors
O=C(NCCN1CCOCC1)c1ccc(Cl)cc1 | 0.8
Cc1ccsc1/C=C/C1=NCCCN1C | 1.7
CCN(CC)CCOC(=O)C(c1ccccc1)c1ccccc1 | 0.5

Source: PubChem BioAssay

A portion of the library; rates above refer to the full screens.
